# Source: PubChem BioAssay (The Scripps Research Institute Molecular Screening Center)
# FBW7 act: activators of human E3 ligase FBW7 | AlphaScreen FBW7–phospho-cyclin E peptide binding, activator screen | normalized activity (activation), % at 26.1 µM | Q969H0 | actives 0.13% (n = 650,000); in the data active = normalized activity above about 1.9%;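 note: purified mutant Fbw7 with reduced substrate affinity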
# Target sequence (Q969H0 whole entry, looked up): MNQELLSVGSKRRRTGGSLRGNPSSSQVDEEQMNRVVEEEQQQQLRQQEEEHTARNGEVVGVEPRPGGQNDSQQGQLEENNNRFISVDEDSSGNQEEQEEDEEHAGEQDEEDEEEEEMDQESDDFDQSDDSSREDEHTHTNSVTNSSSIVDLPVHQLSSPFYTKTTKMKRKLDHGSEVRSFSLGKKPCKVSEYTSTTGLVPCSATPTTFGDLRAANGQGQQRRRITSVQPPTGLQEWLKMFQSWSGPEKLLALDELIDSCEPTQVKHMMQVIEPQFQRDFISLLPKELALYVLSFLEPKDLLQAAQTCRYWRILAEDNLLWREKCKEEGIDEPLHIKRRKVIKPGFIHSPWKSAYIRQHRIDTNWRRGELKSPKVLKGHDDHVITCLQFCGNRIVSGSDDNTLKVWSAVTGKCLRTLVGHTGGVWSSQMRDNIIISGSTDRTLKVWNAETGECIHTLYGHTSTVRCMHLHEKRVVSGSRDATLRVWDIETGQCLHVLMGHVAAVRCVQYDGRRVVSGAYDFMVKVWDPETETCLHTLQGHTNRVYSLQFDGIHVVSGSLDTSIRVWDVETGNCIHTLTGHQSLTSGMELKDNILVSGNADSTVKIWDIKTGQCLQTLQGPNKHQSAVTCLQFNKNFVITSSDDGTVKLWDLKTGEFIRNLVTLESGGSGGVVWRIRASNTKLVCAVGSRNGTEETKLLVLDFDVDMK
# GPR151 ag: human GPR151 activation; Q8TDV0; PathHunter beta-arrestin GPR151 cells, luminescence; activation, % at 11.2 µM; actives 1% (n = 650,000); in the data active = activation above about 4.9%;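 note: 0% = median of compound wells and 100% = cells with positive control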
# Target sequence (Q8TDV0 whole entry, looked up): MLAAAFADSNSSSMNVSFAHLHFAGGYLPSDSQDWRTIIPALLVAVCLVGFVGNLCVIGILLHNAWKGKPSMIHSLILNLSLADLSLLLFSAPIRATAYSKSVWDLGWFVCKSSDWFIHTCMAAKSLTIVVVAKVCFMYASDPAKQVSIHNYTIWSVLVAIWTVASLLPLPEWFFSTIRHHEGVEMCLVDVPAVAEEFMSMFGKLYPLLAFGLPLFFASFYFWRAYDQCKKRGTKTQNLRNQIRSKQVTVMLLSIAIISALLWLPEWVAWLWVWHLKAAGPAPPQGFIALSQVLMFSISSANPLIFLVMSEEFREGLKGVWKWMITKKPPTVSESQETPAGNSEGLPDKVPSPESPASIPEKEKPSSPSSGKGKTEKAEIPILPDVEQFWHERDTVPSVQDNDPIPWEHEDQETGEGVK
# MITF inh: inhibitors of human MITF; inhibition, % at 2.6 µM; actives 0.91% (n = 650,000); AlphaScreen MITF homodimerization, bead proximity signal; O75030; in the data active = inhibition above about 50%;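 note: 0% = vehicle wells with protein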
# TEAD-YAP block: TEAD-YAP interaction inhibition | HEK-TIYL cells, TEAD-Gal4/YAP UAS-luciferase luminescence | inhibition, % at 9.12 µM | actives 1.4% (n = 640,000) | AID 1259422; in the data active = inhibition above about 32%;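 note: 0% = median of test compound wells and 100% = reference inhibitor wells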
# The depositor's hits bear a star.
SMILES,FBW7 act,GPR151 ag,MITF inh,TEAD-YAP block
COC(=O)C1=C(C)NC(=O)NC1c1cc(Cl)c(OC2CCCC2)c(OC)c1 (stereo not given),0.2,-0.1,2,-19
CCCC(C)C(=O)Nc1cccc(Cl)c1 (stereo not given),0.3,4.1,4,2
CCOC(=O)c1cnc2ccc(OCC)cc2c1Nc1ccccc1OC,-0.2,4.4,0,-5
Cc1ccc(C2CC(=O)C(C)C(c3ccc(C)cc3)N2)cc1 (stereo not given),0.0,0.7,-13,1
CC1=CC2=NC(=O)/C(=C\c3cccn3CCCOc3ccc(C)cc3C)C(=N)N2O1,0.7,0.0,18,-46
COc1ccc(NC(=O)CCc2nc3cccnc3n2Cc2cccs2)cc1OC,-0.1,0.8,3,9
O=C(Cn1c(=O)oc2cc(S(=O)(=O)N3CCCC3)ccc21)Nc1cccc(Cl)c1,-0.2,1.0,2,-1
CCCC(=O)Nc1cccc(NC(=O)COc2cccc(C)c2)c1,-0.1,2.1,-18,-9
CN(C)S(=O)(=O)N1CCc2ccc(NC(=O)c3ccccc3Cl)cc2C1,-0.1,0.4,4,-16
COc1cc2ccccc2cc1C(=O)Nc1cccc(C(F)(F)F)c1,-0.1,0.5,1,-10
O=C(CCc1ccc(S(=O)(=O)N2CCCCC2)cc1)OCC(=O)c1ccco1,-0.2,0.0,-1,13
COc1ccc(CCNc2ccnc(-c3c(C)nn(C)c3C)n2)cc1,-0.2,-0.7,7,-8
CCOC(=O)Cn1c(C)c(C)c(C#N)c1N,-0.1,2.9,15,-5
O=C(/C=C/c1ccc(Cl)c([N+](=O)[O-])c1)Nc1ccc2oc(-c3cccnc3)nc2c1,0.0,-0.4,-6,-6
COc1cccc(NC(=O)CCc2ccc(S(=O)(=O)NCC(C)C)cc2)c1,0.0,-0.1,-2,9
CC(N)C(=O)NC(Cc1ccc(O)cc1)C(=O)O (stereo not given),0.1,0.7,9,-4
CCOc1cccc(C2C(C(=O)OC)=CN(c3ccc(F)c(F)c3)C=C2C(=O)OC)c1,-0.1,2.9,-12,-1
OCc1ccc(OCc2ccccc2F)c(Cl)c1,0.1,-0.8,8,-11
CC(NC(=O)CC(NCc1ccccc1)C(=O)O)c1ccccc1 (stereo not given),0.0,2.9,-11,-2
COc1ccc(N2CCN(c3nnc(SCc4cccc(F)c4)s3)CC2)cc1,-0.1,0.4,-2,6
COC(=O)C(N)Cc1ncc(C(F)(F)F)cc1Cl (stereo not given),0.0,-0.3,3,-1
CC1CCCCC1Nc1nc2ccccc2n2nnnc12 (stereo not given),0.2,0.7,9,-10
CC(C)(C)NC(=O)NC(=O)COC(=O)CNC(=O)c1ccc(Oc2ccccc2)cc1,0.0,3.7,1,0
O=C1NC(=O)/C(=C\c2ccccc2F)N1,0.1,0.6,-12,0
CCOc1ccc2ncc(C#N)c(N3CCC(C(=O)Nc4cccc(CC)c4)CC3)c2c1,0.1,1.4,14,-5

# An excerpt of these results, with bars between the fields.
canonical_smiles | FBW7 act | GPR151 ag | MITF inh | TEAD-YAP block
COC(=O)C1=C(C)NC(=O)NC1c1cc(Cl)c(OC2CCCC2)c(OC)c1 (stereo not given) | 0.2 | -0.1 | 2 | -19
CCCC(C)C(=O)Nc1cccc(Cl)c1 (stereo not given) | 0.3 | 4.1 | 4 | 2
CCOC(=O)c1cnc2ccc(OCC)cc2c1Nc1ccccc1OC | -0.2 | 4.4 | 0 | -5
Cc1ccc(C2CC(=O)C(C)C(c3ccc(C)cc3)N2)cc1 (stereo not given) | 0.0 | 0.7 | -13 | 1
CC1=CC2=NC(=O)/C(=C\c3cccn3CCCOc3ccc(C)cc3C)C(=N)N2O1 | 0.7 | 0.0 | 18 | -46
COc1ccc(NC(=O)CCc2nc3cccnc3n2Cc2cccs2)cc1OC | -0.1 | 0.8 | 3 | 9
O=C(Cn1c(=O)oc2cc(S(=O)(=O)N3CCCC3)ccc21)Nc1cccc(Cl)c1 | -0.2 | 1.0 | 2 | -1
CCCC(=O)Nc1cccc(NC(=O)COc2cccc(C)c2)c1 | -0.1 | 2.1 | -18 | -9
CN(C)S(=O)(=O)N1CCc2ccc(NC(=O)c3ccccc3Cl)cc2C1 | -0.1 | 0.4 | 4 | -16
COc1cc2ccccc2cc1C(=O)Nc1cccc(C(F)(F)F)c1 | -0.1 | 0.5 | 1 | -10
O=C(CCc1ccc(S(=O)(=O)N2CCCCC2)cc1)OCC(=O)c1ccco1 | -0.2 | 0.0 | -1 | 13
COc1ccc(CCNc2ccnc(-c3c(C)nn(C)c3C)n2)cc1 | -0.2 | -0.7 | 7 | -8
CCOC(=O)Cn1c(C)c(C)c(C#N)c1N | -0.1 | 2.9 | 15 | -5
O=C(/C=C/c1ccc(Cl)c([N+](=O)[O-])c1)Nc1ccc2oc(-c3cccnc3)nc2c1 | 0.0 | -0.4 | -6 | -6

# Going on with the list.
SMILES,FBW7 act,GPR151 ag,MITF inh,TEAD-YAP block
CC1(C)CC(=O)c2cc(OCC(=O)O)ccc2O1,0.4,0.2,13,-5
CSc1ccc(CCNCc2c(C(=O)O)c(C)n(Cc3cc(C)ccc3C)c2C)cc1,-0.1,0.6,14,0
COC(=O)C(C)N1C(=O)S/C(=C/c2ccc(Cl)s2)C1=O (stereo not given),-0.2,0.6,7,-2
CN(c1ccccc1)S(=O)(=O)c1cccc(C(=O)OCc2nnc(-c3ccccc3)o2)c1,0.1,-1.3,-1,-5
CC1CCCC(N2C(=O)C3C(C(=O)Nc4cc(Cl)cc(Cl)c4)C4C=CC3(O4)C2C(=O)NC2CCCCC2)C1C (stereo not given),-0.1,-0.6,9,-7
COC(=O)c1ccc(CC2(c3ccc(OC)cc3OC)C(=O)Nc3ccc(F)cc32)o1 (stereo not given),0.2,-0.3,20,-6
O=C(CCN1C(=O)c2cccc3cccc(c23)C1=O)N1CCN(Cc2ccccc2)CC1,0.1,-0.5,13,-1
Fc1ccccc1C(c1nnnn1CCc1ccccc1)N1CCN2CCCC2C1 (stereo not given),-0.1,-0.4,-2,5
Cc1ccc(-n2nnnc2SCC(=O)NNC(=O)c2ccco2)cc1C,0.0,-1.1,4,-1
Cc1ccc(Nc2ccc3nonc3c2[N+](=O)[O-])cc1,-0.1,2.1,3,-24
CCOC(=O)C1=CN(c2cc(C)ccc2C)C=C(C(=O)OCC)C1c1cccc(C)c1,0.0,0.0,-7,-10
COc1ccc(S(=O)(=O)N2CCN(C(=O)c3ccc(-c4ccccc4)cc3)CC2)cc1,-0.2,1.6,-10,7
CC(C)(C)NC(=O)c1ccc2c(c1)C(=O)N(c1ccccc1-c1ccccc1)C2=O,-0.1,1.6,6,0
CCOc1ccccc1C(=O)NCC(=O)OCC(=O)NC(=O)C1COc2ccccc2O1 (stereo not given),0.1,-0.9,5,-4
CCOc1ccc(Nc2cnn(C34CC5CC(CC(C5)C3)C4)c(=O)c2Cl)cc1,-0.2,0.7,-2,6
CCOc1ccc(CCNC(=O)COc2cc(=O)n(C)c3ccccc23)cc1OCC,-0.2,0.2,13,-8
COc1ccc(NS(=O)(=O)c2ccc3[nH]c4c(c3c2)CCCC4)cc1,0.0,-1.0,1,9
COC(=O)c1c(-c2ccccc2)csc1NC1=NS(=O)(=O)c2ccccc21,-0.1,0.8,-3,-54
Cc1cccc(Oc2ccc(N3C(=O)C4CC=CC(C)C4C3=O)cc2)c1 (stereo not given),0.1,1.1,16,1
CCOC(=O)c1cnn2c(C(F)(F)F)cc(-c3ccc(OC)c(OC)c3)nc12,0.1,-1.1,5,-18
CC1CC(=O)N(CC(=O)Nc2cccc(F)c2)c2ccccc2S1 (stereo not given),0.7,0.1,22,0
C=CCN(CC=C)C(=S)NC(=O)c1ccc(OC)cc1,0.1,0.4,-7,12
Cc1nnc2ccc(SCC(=O)NC[C@H]3CCc4ccccc4O3)nn12,-0.2,1.1,-1,7
COCCCNC(=O)c1cnc2sccn2c1=O,-0.4,-0.4,-9,-5
c1ccc(-c2nc(-c3ccncc3)[nH]c2-c2ccccc2)cc1,-0.3,1.1,5,7

# (listing goes on)
SMILES,FBW7 act,GPR151 ag,MITF inh,TEAD-YAP block
C=CCOc1ccc(C2C(C(=O)OCC)=C(C)N=c3s/c(=C/c4ccc(N(C)C)cc4)c(=O)n32)cc1OCC (stereo not given),0.0,-0.7,-13,-5
O=C(NCc1ccccc1)C(C(=O)c1ccccc1)n1cc(Cl)ccc1=O (stereo not given),-0.1,-0.9,2,-4
CN(Cc1cc2ccccc2s1)Cc1c(C(=O)N2CCCC2)nc2ccccn12,0.4,-0.5,4,12
COc1cc(C/C=C/c2ccccc2)c(OC)cc1O,0.0,1.8,4,14
COc1ccc(-n2c(O)c(C=NCc3ccc(F)cc3)c(=O)[nH]c2=O)cc1,0.1,7.1*,18,5
CN1CCN(C(=O)/C(=C/c2ccco2)NC(=O)c2ccccc2)CC1,0.1,1.1,16,3
Cc1cc(C(=O)Nc2c(C)nn(Cc3c(Cl)cccc3Cl)c2C)no1,0.2,0.0,0,33*
O=C(Nc1ccc2[nH]c(=O)[nH]c2c1)c1cc(-n2cnnc2)ccc1Cl,-0.1,-0.9,11,7
Cc1nnsc1C(=O)N1CCCCC1c1nc2ccccc2[nH]1 (stereo not given),0.4,-0.4,4,0
O=C(OCc1cccc(F)c1)c1cc2ccccc2oc1=O,0.1,0.3,-8,-8
COc1cc(C)nc(NC(=O)Nc2sc(NS(=O)(=O)c3ccccc3)nc2C)n1,-0.2,-0.3,-4,-3
COc1ccccc1N1CCN(S(=O)(=O)c2c(C)cc(C)cc2C)CC1,-0.1,0.9,16,-3
Cc1noc(C)c1-c1cc(NCCCN2CCCC2=O)nc(N)n1,-0.1,0.7,-2,-5
COc1ccc(N=C2SC(C(=O)Nc3cccc(Cl)c3)CC(=O)N2Cc2ccc3c(c2)OCO3)cc1 (stereo not given),0.0,1.9,0,-6
C=CCSc1nc2c(c(=O)n1-c1ccccc1)C1(CCCC1)Cc1ccccc1-2,-0.1,-2.0,-3,-10
COc1ccc(CN2CCN(S(=O)(=O)c3ccc(NC(C)=O)cc3)CC2)cc1Br,-0.1,-0.6,22,-4
Cn1cnnc1SCC(=O)NC1CCCc2ccccc21 (stereo not given),0.2,-0.2,10,-3
O=C(c1n[nH]c(=O)c2ccccc12)N1CCN(S(=O)(=O)c2ccccc2)CC1,-0.1,-1.6,2,-3
C[N+](C)(C)CCOP(=O)(O)OP(=O)(O)OC[C@H]1OC(n2ccc(N)nc2=O)[C@H](O)[C@@H]1O (stereo not given in full),0.2,2.1,-5,2
Cc1cc(F)ccc1S(=O)(=O)N1CCCOC1CNC(=O)C(=O)NCc1ccccc1 (stereo not given),-0.1,2.5,-5,3
CC(=O)OCCn1nc(C)cc1Nc1ccccc1,-0.1,1.2,1,16
C=CCOc1ccc(C2/C(=C(/O)c3ccc(OCC)c(C)c3)C(=O)C(=O)N2CCN(C)C)cc1 (stereo not given),0.0,1.4,-4,-5
COc1ccc(S(=O)(=O)NCCN2CCOC(c3ccccc3)C2)cc1C (stereo not given),-0.1,-0.5,7,6
Cc1nn(C)c(C)c1NC(=O)Cn1nc2c3c(C)c(C)sc3nc(C(C)C)n2c1=O,-0.2,0.7,6,5
CCc1ccc(N2C(=O)CSC23C(=O)Nc2ccccc23)cc1 (stereo not given),-1.2,1.0,0,6

# The listing continues:
SMILES,FBW7 act,GPR151 ag,MITF inh,TEAD-YAP block
COc1ccccc1-n1c(=S)sc2c(=O)n(-c3ccccc3)c(SCc3ccccc3F)nc21,0.1,-1.1,9,1
CC(=O)c1cccc(NC(=O)CCCOc2ccc(C)cc2)c1,0.0,3.1,1,6
Cc1cccc(N(CC(=O)NCC2CCCO2)S(=O)(=O)c2ccc(Cl)cc2)c1 (stereo not given),0.9,-1.7,0,-2
O=S(=O)(Nc1nccs1)c1ccc(NC(=S)Nc2ccc(F)cc2)cc1,-0.2,1.9,-5,7
O=P(O)(COc1ccccc1O)c1ccccc1,-0.2,1.3,-5,-3
CN1CC(=O)N(c2cccc(C(F)(F)F)c2)C1=S,0.1,2.4,5,-1
CC(C)(C)NC(=O)NC(=O)COC(=O)CCCN1C(=O)c2cccc3cccc(c23)C1=O,-0.1,-2.0,4,-6
CCOc1ccccc1NC(=O)Cn1cnc2c(nnn2Cc2ccc(Cl)cc2)c1=O,-0.1,0.9,3,3
CCOC(=O)C(C#N)C(=O)c1ccc(NC(C)=O)cc1 (stereo not given),0.1,-0.1,-6,3
O=C(NCc1cccs1)C1CCCN1S(=O)(=O)c1cccc2nsnc12 (stereo not given),-0.3,0.3,-21,-11
CCOc1cn2c(cc1=O)C(=O)N(CCNC(=O)C(c1ccccc1)c1ccccc1)CC2,0.0,1.2,4,8
CCN(CC)C(=O)COc1c(C)cc(Br)cc1C,1.0,-1.3,0,-8
O=C(c1nn2c(c1Cl)NC(c1ccccc1)CC2C(F)(F)F)N1CCN(C(c2ccccc2)c2ccccc2)CC1 (stereo not given),0.1,2.8,10,4
COc1ccc(C2c3cc(OC)c(OC)cc3CCN2C(=O)c2ccco2)cc1OC (stereo not given),-0.1,0.3,2,-11
CC(=O)c1cccc(NC(=O)/C=C/c2ccc(C)o2)c1,0.0,1.1,2,-25
CC(SCC(=O)Nc1ccc(S(=O)(=O)N2CCCCC2)cc1)C(=O)O (stereo not given),-0.1,0.1,-5,1
Cc1ccc(Nc2nc(-c3ccc(S(=O)(=O)N4CCOCC4)cc3)cs2)cc1Cl,0.0,1.7,3,-5
O=C(Nc1c2cnn(-c3ccccc3)c2nc(=O)n1-c1ccccc1)c1cccc([N+](=O)[O-])c1,-0.1,-0.8,2,-15
COc1ccc(-c2noc(N3CCC(C(=O)NCCCN4CCCC4=O)CC3)n2)cc1,-0.1,-0.9,3,5
COc1cc(/C=C2/C(=N)N3N=C(c4ccccc4)SC3=NC2=O)ccc1OCCOc1ccc(C)cc1C,-0.1,-1.5,2,10
C=CCNS(=O)(=O)c1ccc2nc(N)sc2c1,0.1,-1.4,-5,10

# Hits appear at their usual frequency. Share with any hit: about 3.4%.
